Bioassay records as filed in PubChem.
DT40 TDP1 no CPT – qHTS for Inhibitors of human tyrosyl-DNA phosphodiesterase 1 (TDP1): qHTS in cells in absence of CPT; DT40 Tdp1-/- hTDP1 cells, no CPT, ATP luminescence, 48 h; 420,000 tested, 15% active; Potency, µM (top dose mostly 46.2 µM), for inactives: at the highest dose activity change, negative = growth inhibition, hits mostly inhibitors; also: nearly all actives have a fitted effect of over 55% in size
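Luminescent ATP content (CellTiter-Glo) served as the growth readout. Knockout chicken DT40 cells expressing human TDP1 were exposed to compounds without camptothecin for a minimum 48 hr at 37 °C.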
DT40 TDP1 CPT – DT40-hTDP1 cell growth loss with CPT; Potency, µM (top dose mostly 46.2 µM), inactives show at the top dose activity change, negative = growth inhibition, actives largely listed as inhibitors; chicken DT40 Tdp1-/-;hTDP1 cells + 20 nM CPT, ATP luminescence, 48 h; 420,000 tested, 12% active; AID 686979; also: nearly all actives have a fitted effect of over 55% in size
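Cell growth measured by CellTiter-Glo luminescence after a minimum 48 h, 37 C compound exposure with 20 nM CPT in Tdp1-knockout DT40 cells stably expressing hTDP1, seeded 400/well; qHTS titration format.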
GCN5L2 inh – GCN5L2 (KAT2A) acetyltransferase inhibition; Q92830; GCN5L2 HAT assay, ThioGlo1 CoA-SH fluorescence; Potency, µM (series often up to 58.9 µM), without a hit: at the top dose activity change, negative = inhibition, usual class: inhibitors; 390,000 tested, 0.21% active; AID 504327
Target sequence (Q92830 whole entry, looked up): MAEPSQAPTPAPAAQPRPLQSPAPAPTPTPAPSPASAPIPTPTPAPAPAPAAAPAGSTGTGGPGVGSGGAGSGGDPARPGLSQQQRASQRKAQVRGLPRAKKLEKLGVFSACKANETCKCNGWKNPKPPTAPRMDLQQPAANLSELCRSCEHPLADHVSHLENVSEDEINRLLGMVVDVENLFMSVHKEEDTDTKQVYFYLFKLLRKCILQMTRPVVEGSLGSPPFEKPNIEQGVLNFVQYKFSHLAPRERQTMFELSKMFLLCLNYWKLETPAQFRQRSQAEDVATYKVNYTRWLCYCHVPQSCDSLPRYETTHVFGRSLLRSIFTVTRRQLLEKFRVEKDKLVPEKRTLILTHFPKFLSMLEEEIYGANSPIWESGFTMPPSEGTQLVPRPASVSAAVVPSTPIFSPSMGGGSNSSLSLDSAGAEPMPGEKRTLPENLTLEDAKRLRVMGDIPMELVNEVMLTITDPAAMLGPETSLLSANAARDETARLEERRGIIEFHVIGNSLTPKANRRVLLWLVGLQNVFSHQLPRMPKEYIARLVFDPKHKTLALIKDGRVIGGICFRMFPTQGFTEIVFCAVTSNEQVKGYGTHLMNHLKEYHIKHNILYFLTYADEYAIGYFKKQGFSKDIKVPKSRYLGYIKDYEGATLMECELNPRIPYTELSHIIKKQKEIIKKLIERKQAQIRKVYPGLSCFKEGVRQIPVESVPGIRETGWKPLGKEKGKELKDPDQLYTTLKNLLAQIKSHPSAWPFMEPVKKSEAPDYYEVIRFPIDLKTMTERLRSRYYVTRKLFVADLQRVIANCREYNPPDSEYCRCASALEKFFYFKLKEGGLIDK
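Free CoA generated was detected with ThioGlo1 (50uM) fluorescence at Ex340nm/Em540nm, read immediately and after 20 min at room temperature. Enzyme, 20 nM in HEPES pH 7.5 buffer, saw compounds 15 min before adding 75uM H3(1-25) peptide and 70uM acetyl-CoA.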
Numbers without * were called inactive; u = inconclusive; x = no result given. Calls follow the shape of the dose curve; as a rule, active = well fitted curve in the direction sought with a large enough effect; inconclusive = small, poorly fitted or top-dose-only effect, or another doubt; inactive = no such curve, though single readings can be large; an effect the other way counts as inactive or inconclusive. % is scaled to controls: 0 for no effect and ±100 for the full control effect; potency is read from the fitted curve at half-maximal effect. Hits appear at their usual frequency; any-hit rate near 18%.

mol	DT40 TDP1 no CPT	DT40 TDP1 CPT	GCN5L2 inh
Cc1csc(=NC(=O)c2ccccc2)n1CCO	-16%	-1%	-7%
CC1=C([N+](=O)[O-])C(c2ccc(Cl)cc2)NC(=O)N1 (centres undefined)	-4%	7%	-1%
Cn1c(=O)n(C)c2cc(N3CCOCC3)c(NS(=O)(=O)c3ccc(C(C)(C)C)cc3)cc21	4.1µM*	7.3µM*	-8%
CCN1/C(=C\C(=S)Nc2ccccc2)Sc2ccccc21	3.3µM*	3.7µM*	-12%
O=C(COC(=O)c1ccc(Br)o1)NCc1ccc2c(c1)OCO2	1%	3%	-1%
CC(=Nc1ccccc1)C1=C(O)CCCC1=O	-6%	3%	-4%
COc1ccc(C)cc1NC(=O)c1sc2nc(-c3ccc(F)cc3)cn2c1C	-10%	0%	-2%
CC(C)c1ccc(NC(=O)CN2CCN(c3ccccn3)CC2)cc1	-11%	-24%	17%
Cc1ccc(Cn2ccc(NC(=O)CCSc3nc(-c4ccco4)cc(C(F)(F)F)n3)n2)cc1	u	u	-17%
Cc1ccc(NC(=O)c2ccc(Cl)c(S(=O)(=O)N3CCCC3)c2)nc1	-16%	-6%	-1%
COc1cccc2sc(N)nc12	u	-2%	-8%
CC(=O)N/C(=C/c1ccc2c(c1)OCO2)C(=O)NCC(=O)O	2%	-21%	1%
CCCCNC(=O)c1cn(CC)c2ccc(S(=O)(=O)N3CCCCCC3)cc2c1=O	u	-28%	-21%
CCOCC(=O)N(CC)Cc1ccccc1	u	u	-3%
Cc1ccc(C(=O)C(C)OC(=O)C2CCN(c3ccc(C(F)(F)F)cn3)CC2)cc1C (centres undefined)	u	u	-14%
C=CC[C@H](CC(=O)N(CCO)Cc1ccccc1)C(=O)N[C@H](C)COC(=O)[C@@H](CC=C)Cc1ccc(F)cc1	21µM*	u	-5%
O=C(Nc1nnc(CCN2CCCCC2)s1)c1ccc(Cl)cc1Cl	5%	3%	-2%
CC(C)(C)c1ccc(NC(=O)COC(=O)C2=COCCO2)cc1	u	-14%	3%
CCCNC(=O)C1(C)CCCN(C(=O)c2ccc(OC(F)F)cc2)C1 (centres undefined)	3%	3%	x
O=C(NC1CCCc2ccccc21)c1n[nH]c(=O)c2ccccc12 (centres undefined)	6.5µM*	u	-8%
CCC(C)C(NC(=O)c1ccc(Cl)cc1)C(=O)Nc1cccnc1 (centres undefined)	-2%	-9%	-2%
N#Cc1cn(-c2ccccc2)nc1-c1ccccc1	u	-4%	-7%
Clc1ccc(-c2cc(CN3CCOCC3)no2)cc1	0%	-12%	20%
C=CCNC(=O)CN(c1ccccc1OCC)S(=O)(=O)c1ccc(C)cc1	u	4%	1%
C[C@H](O)[C@@H]1CN2CCc3c([nH]c4ccccc34)[C@@H]2C[C@@H]1N(C)C(=S)Nc1ccc(C#N)cc1	u	u	x
Cc1ccc(CNC2=NCCCCC2)n1C	8%	1%	-5%
CCOC(=O)c1ccc2c(c1)nc(COc1ccc(OC)cc1)n2CC	-19%	-7%	-2%
CC(/C=C/c1ccc(O)cc1)=N/O	21µM*	15µM*	-8%
O=C(Nc1ccccc1)N1CCC(c2nc(-c3ccc(S(=O)(=O)N4CCOCC4)cc3)no2)CC1	3.3µM*	4.1µM*	1%
CC(=O)N(C)c1ccc(NC(=O)Nc2ccc(C)c(C)c2)cc1	18µM*	u	-5%
COc1cccc(OC)c1C1=CC(=O)C[C@H](c2ccc3c(c2)OCO3)C1	-59%	u	-7%
COc1cc(/C=N/NC(=O)c2ccc(Cl)cc2)ccc1OCC(=O)N1CC(C)OC(C)C1 (centres undefined)	u	-7%	-8%
Cc1ccc(CC(=O)NCc2ccc3c(c2)OCO3)cc1	-14%	-15%	x
COc1ccc2c(c1)[nH]c1c(=O)n(/N=C/c3ccc(OC)c(CN4CCCCC4)c3)cnc12	u	u	-1%
CC(=O)Nc1ccc(Oc2cnccn2)cc1	-8%	-1%	4%
CCc1ccc(CNC(=O)CCC(=O)n2ncc3cc(C)ccc32)cc1	-4%	5%	u
CC(=O)c1sc(-c2ccccc2)cc1NS(=O)(=O)c1ccccc1	u	0%	-2%
C=CCSc1nnc2c(n1)OC(c1c(C)[nH]n(-c3ccccc3)c1=O)Nc1ccccc1-2 (centres undefined)	u	-19%	-8%
O=C1CNC(=S)N1CCCc1ccccc1	19%	-12%	2%
CCOc1ccccc1N1C(=O)CC(N(O)c2ccccc2)C1=O (centres undefined)	u	u	-9%
CCCCCC1CCC(C(=O)NCCN2CCOCC2)CC1 (centres undefined)	-15%	-1%	9%
Cc1ccc(CN2CCN(C3CCCC3)C(CCO)C2)s1 (centres undefined)	20%	0%	-3%
COc1cc(C2NC(=S)NC(C)=C2C(=O)c2ccccc2)ccc1O (centres undefined)	-20%	2%	2%
COc1ccc(-c2ccnc3nc(N4CCN(c5ccccc5)CC4)nn23)cc1	21µM*	u	-15%
Nc1c2c(=O)oc(-c3ccccc3)cc2nn1-c1ccccc1	u	26µM*	-5%
Cc1nc2nc3c(cn2n1)C(=O)CC(c1ccccc1)C3 (centres undefined)	-26%	-12%	-14%
CN(C)C(=O)N1CCNCC1	1%	-4%	-11%
CN1C(=O)C(=O)/C(=C(/O)c2ccc(Br)cc2)C1c1cccc([N+](=O)[O-])c1 (centres undefined)	20%	-3%	-4%
O=[N+]([O-])c1cccc(C2=NCCS2)c1	-20%	-5%	1%
CSc1ccccc1OCc1cc(C(=O)NCCN2CCCc3ccccc32)no1	15µM*	u	-5%
CCOc1ccc(CN2CCNC(=O)C2CC(=O)NCc2csc(C(C)C)n2)cc1 (centres undefined)	13%	-17%	-8%
CCOC1(OCC)C(c2ccc(Cl)cc2)C(C#N)(C#N)C1(OCC)OCC (centres undefined)	18µM*	u	-2%
Cc1ccc(Oc2nc3ccccn3c(=O)c2/C=C(\C#N)C(=O)Nc2c(C)n(C)n(-c3ccccc3)c2=O)c(C)c1	13µM*	u	0%
COCCn1cnc2c(c1=O)c1nc3ccccc3nc1n2/N=C/c1ccc(OC)c(OC)c1	16µM*	18µM*	-5%
O=C(O)C1(O)C[C@@H](O)C(O)[C@H](O)C1 (some centres undefined)	u	2%	x
Cc1ccc(Nc2nnns2)cc1	-35%	-22%	24%
CC(=O)Nc1ccc(S(=O)(=O)N[C@@H](C)C(=O)N(C)Cc2cccs2)cc1	14%	-1%	-1%
COc1ccc(NC(=O)C23CCC(C2)C(C)(C)C3=O)cc1 (centres undefined)	0%	3%	-1%
O=C(Nc1ccccc1)C1=C[C@H](c2csc3ccccc23)C[C@H](OCc2ccc(CO)cc2)O1	16µM*	16µM*	-5%
O=C(O)c1ccc(N/N=C/c2ccc(OC(=O)c3cccc(Cl)c3)cc2)cc1	10%	-13%	-4%

Single records, as listed above. Screens in order: DT40 TDP1 no CPT | DT40 TDP1 CPT | GCN5L2 inh
Shown for O=[N+]([O-])c1cccc(C2=NCCS2)c1 : -20% | -5% | 1%
Shown for CN1C(=O)C(=O)/C(=C(/O)c2ccc(Br)cc2)C1c1cccc([N+](=O)[O-])c1 (centres undefined) : 20% | -3% | -4%
Shown for O=C(Nc1ccccc1)C1=C[C@H](c2csc3ccccc23)C[C@H](OCc2ccc(CO)cc2)O1 : 16µM* | 16µM* | -5%

Some of these compounds in order of heavy-atom count, low to high.
mol	DT40 TDP1 no CPT	DT40 TDP1 CPT	GCN5L2 inh
CC(/C=C/c1ccc(O)cc1)=N/O	21µM*	15µM*	-8%
Nc1c2c(=O)oc(-c3ccccc3)cc2nn1-c1ccccc1	u	26µM*	-5%
Cc1ccc(C(=O)C(C)OC(=O)C2CCN(c3ccc(C(F)(F)F)cn3)CC2)cc1C (centres undefined)	u	u	-14%

Taken from above:
Reading of O=C(O)C1(O)C[C@@H](O)C(O)[C@H](O)C1 (some centres undefined) under DT40 TDP1 CPT: 2%
Reading of CN1C(=O)C(=O)/C(=C(/O)c2ccc(Br)cc2)C1c1cccc([N+](=O)[O-])c1 (centres undefined) under GCN5L2 inh: -4%
Reading of CCOC1(OCC)C(c2ccc(Cl)cc2)C(C#N)(C#N)C1(OCC)OCC (centres undefined) under GCN5L2 inh: -2%
Reading of Nc1c2c(=O)oc(-c3ccccc3)cc2nn1-c1ccccc1 under DT40 TDP1 CPT: 26µM*
Reading of CCCCCC1CCC(C(=O)NCCN2CCOCC2)CC1 (centres undefined) under DT40 TDP1 CPT: -1%

Continuation.
mol	DT40 TDP1 no CPT	DT40 TDP1 CPT	GCN5L2 inh
COc1ccc(C(=O)Nc2ccc(S(=O)(=O)N3CCN(C)CC3)cc2)cc1	-11%	-10%	x
CCOc1ccc(N(C)S(=O)(=O)c2c(C(=O)N3CCC(C)CC3)c(C)n(C)c2C)cc1	u	u	1%
Cc1cc2nc(-c3cccc(Br)c3)c(Cc3cccc(Cl)c3)n2c(C)c1Br	-14%	-2%	x
Cc1ccc(CNC(=O)C2CC(c3ccccc3C(F)(F)F)=NO2)o1 (centres undefined)	u	u	x
COc1ccc(C)cc1NC(=O)CCS(=O)(=O)c1ccc2c(c1)CC(=O)N2C	6%	-2%	6%
CCCCCn1nc(C(=O)N(CC(C)C)c2c(N)n(CCCC)c(=O)[nH]c2=O)c2ccccc2c1=O	-3%	0%	-7%
Nc1nonc1-n1nnc(C(=O)N/N=C/c2ccc(O)cc2)c1CN1CCCCCC1	-2%	-6%	x
O=c1ncn(-c2cccc([N+](=O)[O-])c2)c2ccccc12	8%	3%	x
O=c1c(-c2ccccc2)coc2c(CN3CCCC3)c(O)ccc12	-15%	-15%	-17%
CCOC(=O)c1cnc2ccc(OCC)cc2c1NCc1cccnc1	u	u	-1%
Cc1ccc(Cn2c(C)c3cnn(CC(=O)N4CCN(c5ccc(F)cc5)CC4)c(=O)c3c2C)cc1	12µM*	10µM*	3%
O=C(CSc1nc2ccccc2n1Cc1cccc(F)c1)NCc1ccccc1	u	u	0%
CC1CCc2nc(-c3cc4ccc(O)cc4oc3=O)sc2C1 (centres undefined)	u	-8%	x
O=C(c1ccc2ccccc2n1)N1CCN(Cc2c(F)cccc2Cl)CC1	u	-5%	-2%
C=C1C(=O)[C@]23C[C@H]1CC[C@H]2[C@]1(C)[C@@H](OC(C)=O)CC[C@@](C)(C(=O)O)[C@H]1C[C@@H]3O	1µM*	1µM*	x
Cc1cccc(NC(=O)c2cccc(C(=O)Nc3cccc(C)c3)n2)c1	-21%	-19%	x

Pulled by compound from the list above (four):
mol	DT40 TDP1 no CPT	DT40 TDP1 CPT	GCN5L2 inh
Cc1ccc(Cn2c(C)c3cnn(CC(=O)N4CCN(c5ccc(F)cc5)CC4)c(=O)c3c2C)cc1	12µM*	10µM*	3%
C=C1C(=O)[C@]23C[C@H]1CC[C@H]2[C@]1(C)[C@@H](OC(C)=O)CC[C@@](C)(C(=O)O)[C@H]1C[C@@H]3O	1µM*	1µM*	x
O=c1ncn(-c2cccc([N+](=O)[O-])c2)c2ccccc12	8%	3%	x
O=C(c1ccc2ccccc2n1)N1CCN(Cc2c(F)cccc2Cl)CC1	u	-5%	-2%
